NS5 inhibitors: Dengue-2 NS5 methyltransferase inhibitors, primary screen, biochemical, confirmation dose response (AID 588689). Genome polyprotein (Dengue virus type 2 (strain 16681-PDK53)). Dengue-2 NS5 methyltransferase capping enzyme assay, biochemical; higher % means a stronger effect. inhibition, % at 25 µM, or IC50 in µM where a hit was titrated. 340,000 compounds, 0.3% hits; in the data active = a potency from the dose series
Rac1 GTP hydrolysis: MgcRacGAP GTPase-activating activity inhibitors, confirmation, biochemical, ADP Hunter fluorescence; Rac GTPase-activating protein 1 (Homo sapiens); MgcRacGAP-stimulated Rac1 GTP hydrolysis, ADP Hunter fluorescence; higher % means a stronger effect; GST-tagged Rac1 F28L mutant substrate; inhibition, % at 30 µM, or IC50 in µM where a hit was titrated; 340,000 compounds, 0.6% hits; AID 624330, 2012;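 active = first-screen hits whose inhibition reached a set limit at any dose in the follow-up dose series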;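 also: fluorescence reports GDP produced by GAP-driven GTP hydrolysis; strong numbers were not always called active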
Yfh1-depleted yeast: enhancers of respiration in Yfh1-depleted yeast, dose response, Friedreich's ataxia, plus single-dose screen (AID 1465). S. cerevisiae Yfh1-off respiration, WST-1 reduction, 72 h; higher fold induction means a stronger effect. fold induction at 50 µM, or EC50 in µM where a hit was titrated. 220,000 compounds, 0.074% hits;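 active = fold induction of absorbance versus untreated yeast above a set limit, then at least 30% activation at any dose in follow-up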;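 also: activators that raise dye reduction in frataxin-depleted yeast; strong numbers were not always called active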
GPR35 antagonists: GPR35 antagonists blocking zaprinast-driven arrestin recruitment, primary screen, imaging, U2OS, beta-arrestin-GFP, zaprinast agonist (AID 2058); 290,000 compounds, 0.052% hits; U2OS GPR35 beta-arrestin-GFP translocation imaging, zaprinast antagonism; higher % means a stronger effect; G-protein coupled receptor 35 (Homo sapiens); one-dose inhibition, % at 10 µM; IC50 in µM for titrated hits;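 active = inhibition of at least 50% with at least 30 cells and total cytoplasm GFP at most 10,000,000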
NTR1 ag: agonists of NTR1, primary screen, imaging, U2OS cells, beta-arrestin-GFP, high content (AID 493036) | Neurotensin receptor type 1 (Homo sapiens), P30989 | NTR1-U2OS beta-arrestin-GFP spot imaging, agonist mode | activation, % at 20 µM | 330,000 compounds, 0.17% hits;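 active = activation at or above 40% of the spot to cytoplasm intensity ratio, with at least 20 cells analyzed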;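 also: 0% = DMSO without peptide and 100% = 100 nM NTR1 peptide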
Target sequence (P30989 whole entry, looked up): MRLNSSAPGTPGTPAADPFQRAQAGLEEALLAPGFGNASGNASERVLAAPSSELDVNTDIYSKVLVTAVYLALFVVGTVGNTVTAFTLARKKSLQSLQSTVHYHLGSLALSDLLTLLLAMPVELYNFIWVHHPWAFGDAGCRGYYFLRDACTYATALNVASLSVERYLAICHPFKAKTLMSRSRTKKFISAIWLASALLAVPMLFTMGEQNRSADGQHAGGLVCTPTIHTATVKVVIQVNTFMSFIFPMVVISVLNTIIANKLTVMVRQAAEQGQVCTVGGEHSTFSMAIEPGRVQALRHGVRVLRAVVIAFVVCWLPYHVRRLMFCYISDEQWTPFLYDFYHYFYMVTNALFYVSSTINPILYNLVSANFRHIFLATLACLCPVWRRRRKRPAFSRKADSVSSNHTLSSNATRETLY
Large T inhibition: SV40 large T antigen inhibitors, biochemical (AID 1903). SV40 large T antigen ATPase/helicase inhibition assay; higher % means a stronger effect. inhibition, % at 20 µM; hits with a dose series show IC50 in µM. 310,000 compounds, 0.39% hits; in the data active = a potency from the dose series; also: strong numbers were not always called active
AID2073: inhibitors of Mint1-CaV2.2 protein interaction, biochemical, HTRF (AID 2073); HTRF protein-protein interaction, Mint1-CaV2.2; higher % means a stronger effect; inhibition, % at 20 µM, or IC50 in µM where a hit was titrated; 290,000 compounds, 0.19% hits; in the data active = inhibition mostly above about 51%, no sharp cut-off; also: some results filed as inactive read as strong as hits
GPR55 activation: GPR55 agonists via beta-arrestin recruitment, primary screen, imaging, U2OS cells, beta-arrestin-GFP redistribution (AID 1961); U2OS GPR55 beta-arrestin-GFP redistribution imaging; higher % means a stronger effect; activation, % at 10 µM, or EC50 in µM where a hit was titrated; 290,000 compounds, 0.048% hits;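 active = activation above 40% with more than 50 cells counted in the well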;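 also: U2OS osteosarcoma cells stably expressing GPR55 and beta-arrestin-GFP; plate controls were DMSO negative control for no effect and LPI positive control for full effect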
GPR55 antagonists: GPR55 antagonists blocking LPI-driven arrestin recruitment, primary screen, imaging, U2OS, beta-arrestin-GFP, LPI agonist (AID 2013); U2OS GPR55 beta-arrestin-GFP translocation imaging, LPI antagonism; higher % means a stronger effect; inhibition, % at 10 µM; hits with a dose series show IC50 in µM; 290,000 compounds, 0.13% hits;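 active = spots per cell inhibited over 60%, with over 100 cells counted and total cytoplasm intensity under 500,000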;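 also: U2OS cells stably carrying GPR55 and arrestin-GFP stimulated by 5 µM LPI near EC80; imaged beta-arrestin-GFP aggregate spots per cell after agonist stimulation; plate controls were LPI-stimulated DMSO wells for no effect and DMSO wells without LPI for full effect; some results filed as inactive read as strong as hits; confirmed hits need IC50 under 10 µM and bright autofluorescent wells are also inconclusive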
NTR1 ag cell count 20 µM: second read-out of NTR1 ag, no call of its own (marks repeat the call); cell count; measured here: cell count, cytotoxicity flag
NS5 inhibitors pilot replicate: second read-out of NS5 inhibitors, no call of its own (marks repeat the call); inhibition, %; measured here: pilot screen replicate inhibition
Numbers without * were called inactive; i = inactive; x = no result given.

SMILES	NS5 inhibitors	Rac1 GTP hydrolysis	Yfh1-depleted yeast	GPR35 antagonists	NTR1 ag	NTR1 ag cell count 20 µM	Large T inhibition	AID2073	GPR55 activation	GPR55 antagonists	others
Cc1ccc(S(=O)(=O)N2CCCCC2)cc1C(=O)c1nccn1C	2%	8%	i	6%	-0.1	51	-1%	0%	0.3%	-3%
CCCCN(C(=O)Cn1nnc2ccccc21)C(C(=O)NCCOC)c1ccc(OC)cc1 (stereo unspecified)	-2%	5%	i	-5%	1.3	84	-4%	4%	-0.2%	8%
Cc1cc(C)n2nc(SCCCC(=O)c3ccccc3)nc2n1	-6%	8%	i	6%	-0.8	55	-2%	-2%	-0.3%	-3%
Cc1ccc(OCC(=O)Nc2ccccc2C(=O)NC2CC2)cc1C	-1%	7%	x	12%	1.7	58	10%	4%	0.0%	11%
Cc1oc(-c2ccc(Cl)cc2)nc1CS(=O)CC(=O)NCCN1CCCC1 (stereo unspecified)	1%	5%	i	22%	2.9	82	9%	-2%	-0.1%	-1%
COC(=O)c1cccc(C23CC4(C2)[C@H](CN(Cc2ccc(C(F)(F)F)cc2)[C@@H]4c2ccccc2)C3c2ccc(Cl)nc2)c1 (stereo partly specified)	-12%	4%	i	-2%	1.3	35	3%	14%	-0.1%	14%
Cc1cc(Nc2cccc(F)c2)n2c(n1)nc1ccccc12	0%	2%	i	16%	1.7	48	10%	8%	-0.1%	-3%
Cc1ccc(C(=O)Nc2nccc(C)n2)cc1	-8%	11%	x	-7%	-0.8	55	5%	8%	-0.2%	-11%
CCN(CC)CCN(C(=O)c1ccc(S(=O)(=O)N(C)C2CCCCC2)cc1)c1nc2ccc(OC)cc2s1	-6%	9%	x	-1%	1.1	66	4%	2%	-0.1%	7%
CC(C)c1cc(C(F)(F)F)n2nc(C(=O)O)cc2n1	0%	9%	i	-3%	-0.3	80	4%	1%	-0.1%	-3%
COc1ccc(/C=N/NC(=O)CNC(=O)c2ccc(S(=O)(=O)N3CCOCC3)cc2)cc1OC	3%	4%	i	-16%	0.7	36	24%	35%	-0.2%	-5%
Cn1c(=O)[nH]c(=O)c2c1nc(N1CCNCC1)n2Cc1ccccc1Cl	-8%	-1%	x	-8%	0.3	53	5%	-3%	-0.1%	9%
CC12CCC(c3nnc(SCC(=O)Nc4cccc5ccccc45)nc31)C2(C)C (stereo unspecified)	-3%	8%	i	-9%	-0.6	93	5%	-8%	-0.1%	-2%
NS(=O)(=O)c1ccc(NC(=O)Nc2ccc3c(c2)OCO3)cc1	-7%	8%	x	15%	0.1	45	2%	-5%	0.2%	10%
CC1(C)CC(=O)C=C(Nc2ccc(C(=O)O)c(O)c2)C1	-3%	3%	x	2%	2.1	97	1%	5%	0.0%	3%
COc1ccc(/C=N/NC(=O)c2cc[n+]([O-])cc2)cc1OC	-3%	1%	x	1%	0.3	57	8%	1%	-0.1%	13%
COc1ccc(-c2nnc(SCC(=O)Nc3ccc4c(c3)OCCO4)n2N)cc1OC	1%	9%	i	-7%	-0.1	74	10%	-7%	0.0%	-6%
Cc1ccc2nsnc2c1S(=O)(=O)NCCc1c(C)[nH]c2ccc(F)cc12	4%	7%	i	-3%	-0.6	73	1%	1%	-0.1%	13%
COc1ccc(N2CCN(S(=O)(=O)CCNC(=O)c3ccco3)CC2)cc1	6%	3%	x	x	0.3	71	11%	x	x	x
CCn1c(=O)n(CC)c2cc([N+](=O)[O-])ccc21	-4%	8%	i	12%	0.2	67	-3%	-4%	-0.1%	-3%	NS5 inhibitors pilot replicate=-2.7
CN(C)C(=O)c1ccc(NC(=O)c2cccnc2)cc1	-7%	3%	i	-11%	-2.2	75	4%	12%	-0.1%	-4%
Cn1nnnc1SCCNS(=O)(=O)c1ccccc1	0%	-1%	i	21%	-0.7	81	5%	15%	-0.2%	5%
CC(C)NC(=O)NC(=O)CN1C(=O)NC2(CCc3ccccc3C2)C1=O (stereo unspecified)	0%	7%	x	-1%	-1.7	50	8%	-1%	0.0%	5%
CC1(C)NC(=O)N(CC(O)COC2CCCCC2)C1=O (stereo unspecified)	2%	8%	x	11%	2.4	62	9%	2%	0.2%	1%
CCN(CC)c1ccc(CNc2ccc3c(c2)ncn3CC)cc1	x	x	x	-9%	1.2	94	32%	-4%	-0.2%	13%

4 entries already listed, ordered by heavy-atom count, descending.
SMILES	NS5 inhibitors	Rac1 GTP hydrolysis	Yfh1-depleted yeast	GPR35 antagonists	NTR1 ag	NTR1 ag cell count 20 µM	Large T inhibition	AID2073	GPR55 activation	GPR55 antagonists	others
CCCCN(C(=O)Cn1nnc2ccccc21)C(C(=O)NCCOC)c1ccc(OC)cc1 (stereo unspecified)	-2%	5%	i	-5%	1.3	84	-4%	4%	-0.2%	8%
Cc1cc(C)n2nc(SCCCC(=O)c3ccccc3)nc2n1	-6%	8%	i	6%	-0.8	55	-2%	-2%	-0.3%	-3%
CN(C)C(=O)c1ccc(NC(=O)c2cccnc2)cc1	-7%	3%	i	-11%	-2.2	75	4%	12%	-0.1%	-4%
CC(C)c1cc(C(F)(F)F)n2nc(C(=O)O)cc2n1	0%	9%	i	-3%	-0.3	80	4%	1%	-0.1%	-3%

The listing continues:
SMILES	NS5 inhibitors	Rac1 GTP hydrolysis	Yfh1-depleted yeast	GPR35 antagonists	NTR1 ag	NTR1 ag cell count 20 µM	Large T inhibition	AID2073	GPR55 activation	GPR55 antagonists	others
Cc1cc(C)n(S(=O)(=O)c2ccc(C)c(C)c2C)n1	-6%	7%	i	-5%	2.2	80	8%	1%	-0.2%	3%
CCC1CCCN1Cn1cnc2c([nH]c3ccc(C)cc32)c1=O (stereo unspecified)	-7%	9%	i	10%	-0.3	39	5%	6%	0.1%	-3%
CN(C)/C=C1\N=C(c2cccnc2Oc2ccc(Cl)cc2)OC1=O	-19%	4%	i	-7%	2.0	47	8%	6%	0.0%	-2%
CC1CCN(c2nc(-c3cccnc3)nc3scc(-c4ccccc4)c23)CC1	-4%	0%	i	-9%	2.4	88	12%	13%	0.6%	3%
Cc1ccc2[nH]c3c(=O)n(CC(=O)NCc4ccco4)ncc3c2c1	-12%	12%	x	9%	-1.3	51	6%	46%	-0.2%	7%
COc1cc(C2/C(=C(\O)c3ccc4c(c3)CC(C)O4)C(=O)C(=O)N2CCN2CCOCC2)cc(OC)c1OC (stereo unspecified)	1%	8%	x	-4%	-0.2	69	4%	4%	-0.2%	11%
N#CC1=C(N)Oc2n[nH]c(-c3cccnc3)c2C1c1cc(F)ccc1F (stereo unspecified)	-7%	4%	i	15%	-1.1	57	7%	4%	-0.3%	-7%
CCCCC(=O)Nc1ccc(C(=O)NCCc2ccccc2)cc1	2%	-1%	i	-1%	-2.5	60	18%	-2%	-0.3%	10%
Cc1ccc(S(=O)(=O)N2CCC[C@H]2C(=O)OC(C)C(=O)Nc2ncc(Cl)cc2Cl)cc1 (stereo partly specified)	-5%	7%	i	3%	0.9	78	1%	-4%	0.1%	8%
NC(=O)c1ccc(N2CCN(c3ncc(C(F)(F)F)cc3Cl)CC2)cc1	-9%	8%	i	4%	1.0	66	16%	16%	-1.9%	2%
COc1ccccc1CN(C)c1nnnn1-c1ccccc1	-6%	9%	i	-13%	1.1	50	7%	-3%	0.1%	13%
COc1ccc(NC(=O)CN(C)S(=O)(=O)c2ccc(C)cc2)c([N+](=O)[O-])c1	3%	8%	i	-6%	4.0	41	1%	32%	-0.3%	-1%
COc1ccc(NS(=O)(=O)c2ccc(NC(=S)NC(=O)CC(C)C)cc2)cc1	0%	8%	i	0%	8.1	56	9%	7%	0.0%	2%
Cc1ccnc(NC(=O)Cc2c(F)cccc2Cl)c1	-7%	4%	x	23%	-1.5	47	1%	1%	0.3%	-3%
COc1cc(C(=O)OCC(=O)NC(=O)C2CCCCC2)ccc1OC(F)F	-4%	10%	i	7%	0.9	67	13%	0%	1.5%	5%
CC(C)c1ccc(-c2nnc(N)s2)cc1	-3%	1%	i	1%	-1.5	71	9%	-22%	-0.3%	16%
COc1ccc(C2C(C(=O)N3CCOCC3)CCC(=O)N2c2ccc(OC)cc2)cc1 (stereo unspecified)	-8%	8%	i	1%	-1.1	47	12%	-6%	0.6%	4%
O=C(CSc1nc(Nc2ccccc2)nc(N2CCOCC2)n1)Nc1ccccc1Cl	-2%	-1%	i	16%	1.7	50	0%	1%	-0.1%	0%

Two records picked at random from the list so far:
SMILES	NS5 inhibitors	Rac1 GTP hydrolysis	Yfh1-depleted yeast	GPR35 antagonists	NTR1 ag	NTR1 ag cell count 20 µM	Large T inhibition	AID2073	GPR55 activation	GPR55 antagonists	others
CCCCC(=O)Nc1ccc(C(=O)NCCc2ccccc2)cc1	2%	-1%	i	-1%	-2.5	60	18%	-2%	-0.3%	10%
CC(C)c1ccc(-c2nnc(N)s2)cc1	-3%	1%	i	1%	-1.5	71	9%	-22%	-0.3%	16%

Screens from PubChem.
